BRCA1 expr act = activators of BRCA1 expression; MCF7-BRCA1-FFLuc reporter, luminescence, 48 h; response scale: scaled: vehicle 0%, 10 µM genistein 100%; Potency, µM (series often up to 46.1 µM), inactives show at the highest dose activation, hits mostly activators; 380,000 tested, 1.1% active; further: nearly all actives have a fitted effect of over 80% in size; some results filed as inactive show a strong effect at the top dose
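MCF7 cells carrying a BRCA1-firefly luciferase reporter (2000 cells/well, phenol-red free MEM) were attached for 2 h at 37 °C, then given compounds for 48 h. Luminescence was read 15 min after luciferase reagent; activity normalized to genistein (10 microM) and DMSO.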
VP16 counter = counter-screen for ROR gamma inhibitors: Gal4-VP16 reporter. Drosophila S2 Gal4-VP16 UAS-luciferase, luminescence, 20 h. Potency, µM (titrated, usually from 53.6 µM), inactives show top-dose activity, negative = inhibition, most hits filed as inhibitors. 310,000 tested, 3.5% active;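 further: Gal4-VP16 expression switched on by copper sulfate through the metallothionein promoter; on the % scale 0 is the no-effect control and ±100 the full control effect; nearly all actives have a fitted effect of over 50% in size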
p53 reactivation = mutant p53 re-activation in reporter cells; H1299 p53-A138V BP100-luciferase reporter, luminescence, 24 h; Potency, µM (series often up to 92.2 µM), for inactives: top-dose activity change, positive = activation, actives largely listed as activators; 320,000 tested, 0.063% active; further: % of control where 0% means no effect; nearly all actives have a fitted effect of over 45% in size
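H1299 (p53-null), stable ts p53-A138V + BP100-Luc; 1000 cells/well, Opti-MEM/10% FBS; cpd 4 pt, 1:5; 24 h, 37 deg C, 5% CO2; detection reagent 10 min RT; luminescence.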
NPC1 prom act = activators of NPC1 promoter. Potency, µM (titrated, usually from 9.22 µM), without a hit: top-dose activation, hits mostly activators. Huh7 NPC1 promoter luciferase reporter, 24 h. AID 485313. 320,000 tested, 2.4% active;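 further: % of control where 0% means no effect; nearly all actives have a fitted effect of over 60% in size; reporter is driven by a mutant NPC1 promoter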
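Compounds in DMSO were transferred onto Huh7 NPC1-luciferase reporter cells pre-incubated 2 h; after 24 h at 37 °C, Amplite reagent was dispensed and luminescence recorded 10 min later.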
ELG1 genotox = induces genotoxicity in HEK293T cells with luciferase-tagged ELG1. 330,000 tested, 1.3% active. Potency, µM (titrated, usually from 46 µM), for the others: top-dose activity change, positive = activation, actives largely listed as activators. HEK293T ELG1-luciferase reporter, luminescence, 16 h; further: % of control where 0% means no effect; nearly all actives have a fitted effect of over 60% in size
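Cells (2,000/well) expressing the ELG1-luciferase fusion are dosed by pin tool and kept 16 hr at 37 °C, 5% CO2. Signal comes from ONE-Glo luciferase reagent after 30 min at room temperature.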
FLuc modulator = inhibits or activates purified firefly luciferase, miR-21 counter-screen; P08659; purified FLuc, Km substrates, luminescence inhibition; Potency, µM (doses to about 57.5 µM), for inactives: top-dose activity change, negative = inhibition, most hits filed as inhibitors; 360,000 tested, 6.9% active; AID 588342;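 further: plate controls were vehicle for no effect and reference inhibitor for full effect; nearly all actives have a fitted effect of over 55% in size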
Target sequence (P08659 whole entry, looked up): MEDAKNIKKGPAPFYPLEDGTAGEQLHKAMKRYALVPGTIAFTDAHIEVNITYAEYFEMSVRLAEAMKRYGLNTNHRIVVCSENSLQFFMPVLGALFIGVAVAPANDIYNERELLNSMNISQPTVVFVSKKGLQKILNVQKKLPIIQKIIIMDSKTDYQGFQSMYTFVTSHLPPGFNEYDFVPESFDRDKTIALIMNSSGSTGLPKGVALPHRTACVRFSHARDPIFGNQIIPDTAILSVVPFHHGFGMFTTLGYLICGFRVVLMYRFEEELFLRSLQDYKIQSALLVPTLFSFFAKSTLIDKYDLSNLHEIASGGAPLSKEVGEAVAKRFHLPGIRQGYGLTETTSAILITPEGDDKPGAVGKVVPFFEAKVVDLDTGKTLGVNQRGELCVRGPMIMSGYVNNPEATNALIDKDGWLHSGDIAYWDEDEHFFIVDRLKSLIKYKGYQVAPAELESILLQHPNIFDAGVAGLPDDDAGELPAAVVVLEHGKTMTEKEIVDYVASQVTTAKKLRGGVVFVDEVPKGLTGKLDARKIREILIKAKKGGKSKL
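Purified P. pyralis luciferase (10nM final) with 10uM D-luciferin and 10uM ATP (Km levels) in 50mM Tris acetate pH 7.5, 10mM Mg acetate, 0.01% Tween-20, 0.05% BSA; qHTS 6-point titration, ~60 µM downward; luminescence read.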
MBNL1 CUG block = inhibitors of human MBNL1 binding to CUG repeat RNA | TR-FRET MBNL1-His/biotin-(CUG)12 binding, 665/545 ratio | 280,000 tested, 0.036% active | Potency, µM (titrated, usually from 57.5 µM), for the others: at the top dose activity change, negative = inhibition, most hits filed as inhibitors; active means well fitted inhibition curve with a large enough effect in the signal ratio, with a control signal flat, not every such curve was filed as active; inconclusive means small, poorly fitted or top-dose-only effect, or effect the other way, or a change in a side signal; inactive means no such curve, though single readings can be large or run the other way; the % refers to the signal ratio; further: on the % scale 0 is the no-effect control and ±100 the full control effect
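Compound titration spanned 92 nM–58 uM against the MBNL1-His/biotin-(CUG)12 complex. After 60 min at room temperature with 5 nM streptavidin-XL665 and 0.055 ng/ul terbium anti-His, ratiometric 665/545 nm emission (Ex 340 nm) normalized to controls.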
RORgamma inh = ROR gamma (mouse) transcription inhibition. 310,000 tested, 5.4% active. Potency, µM (series often up to 53.6 µM), for inactives: at the top dose activity change, negative = inhibition, hits mostly inhibitors. Drosophila S2 Gal4-RORgamma UAS-luciferase reporter, 20 h. AID 2551. P51450; further: on the % scale 0 is the no-effect control and ±100 the full control effect; nearly all actives have a fitted effect of over 60% in size
Target sequence (P51450 whole entry, looked up, the tested form may be a part): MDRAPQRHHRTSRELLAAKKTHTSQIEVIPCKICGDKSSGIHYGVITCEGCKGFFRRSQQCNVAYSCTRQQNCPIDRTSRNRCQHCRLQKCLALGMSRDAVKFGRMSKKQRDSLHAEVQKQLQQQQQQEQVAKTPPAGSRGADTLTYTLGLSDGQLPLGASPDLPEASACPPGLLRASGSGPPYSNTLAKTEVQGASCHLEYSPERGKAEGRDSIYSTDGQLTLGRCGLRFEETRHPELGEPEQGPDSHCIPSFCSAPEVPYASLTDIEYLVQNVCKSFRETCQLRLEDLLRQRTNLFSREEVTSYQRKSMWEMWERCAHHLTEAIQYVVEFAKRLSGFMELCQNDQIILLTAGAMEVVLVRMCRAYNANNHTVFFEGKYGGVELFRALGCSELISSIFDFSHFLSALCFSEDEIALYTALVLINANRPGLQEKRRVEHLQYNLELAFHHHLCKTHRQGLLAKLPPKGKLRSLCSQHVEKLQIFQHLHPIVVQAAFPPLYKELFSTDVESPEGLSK
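A Gal4/UAS one-hybrid system in insect cells: metallothionein-promoter Gal4–ROR gamma fusion plus Photinus luciferase reporter. Copper sulfate 700 uM final, 20 hr ambient incubation, luminescent detection after 10 min with reagent.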
uPA surface inh = cell surface uPA generation inhibition. 330,000 tested, 0.31% active. Potency, µM (top dose mostly 38.3 µM), inactives show at the top dose activity change, negative = inhibition, hits mostly inhibitors. cell surface uPA generation assay, qHTS; active means well fitted inhibition curve with a large enough effect; inconclusive means small, poorly fitted or top-dose-only effect; inactive means no such curve, though single readings can be large or run the other way; tested in mouse RAW 264.7 cells; further: on the % scale 0 is the no-effect control and ±100 the full control effect; nearly all actives have a fitted effect of over 55% in size
Rab9 prom act = Rab9 promoter activation | AID 485297 | 320,000 tested, 2.8% active | Huh7 Rab9 promoter-luciferase reporter, luminescence, 24 h | Potency, µM (titrated, usually from 9.22 µM), without a hit: top-dose activation, negative = inhibition, hits mostly activators; further: % of control where 0% means no effect; nearly all actives have a fitted effect of over 60% in size
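Quantitative HTS format; Huh7 Rab9-luciferase reporter cells (1500/well) receive compound 2 h post-plating, incubate 24 h at 37 °C, then get luciferase reagent for 10 min before luminescence reading.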
Numbers without * were called inactive; ? = inconclusive; . = not tested or not shown; & = joins results of further samples; [ ] = dose if it differs, or a comment. Unless noted, the call rests on the fitted dose curve; in most records, active means well fitted curve in the direction sought with a large enough effect; inconclusive means small, poorly fitted or top-dose-only effect, or another doubt; inactive means no such curve, though single readings can be large; an effect the other way counts as inactive or inconclusive. Potency means the concentration at half of the fitted maximal effect.

item	structure	BRCA1 expr act	VP16 counter	p53 reactivation	NPC1 prom act	ELG1 genotox	FLuc modulator	MBNL1 CUG block	RORgamma inh	uPA surface inh	Rab9 prom act
1	COc1cc(S(=O)(=O)Nc2cccc3cn[nH]c23)c(OC)cc1C	-5%	-12%	-1%	1%	-12%	0%	-7%	-39%	1%	-2%
2	Cc1ccccc1-n1nnnc1Sc1nnnn1-c1ccccc1	-104%[inhibitor]	?	-21%	-4%	-19%	8%	-2%	?	-20%	-12%
3	CCOC(=O)C1CCN(C(=O)COC(=O)CCOc2ccc(C)cc2)CC1	0%	-27%	-2%	9%	-7%	-6%	-13%	18%	3%	1%
4	COC(=O)COc1ccccc1C(N)=O	-3%[1.84 µM]	-4%	2%	-2%	-1%	1%	4%	-6%	2%	0%
5	O=C(OCc1c(F)cccc1Cl)c1cc([N+](=O)[O-])ccc1N1CCOCC1	-26%	.	6%	0%	0%	-1%	.	.	0%	-8%
6	COc1ccc(S(=O)(=O)N2CCN(C/C=C/c3ccccc3)CC2)cc1NC(C)=O	11%	-5%	-14%	4%	-1%	0%	17%	5%	1%	8%
7	CCN(CC(=O)Nc1ccc(OC)cc1)C(=O)C1CCN(C(=O)c2ccc(Cl)cc2)CC1	-14%	.	2%	1%	-2%	1%	.	.	?	0%
8	O=C(CCSc1ccc(Cl)cc1)N1CCN(S(=O)(=O)c2ccccc2)CC1	-28%	.	-5%	-2%	-7%	.	.	.	-8%	0%
9	Cc1nn(CCCC(=O)Nc2ccccn2)c(C)c1[N+](=O)[O-]	13%	-4%	-2%	0%	-4%	-1%	2%	-9%	-8%	24%
10	CC(C)(C)NC(=O)Cn1c(=O)c(=O)n(Cc2ccccc2)c2ccc(Cl)cc21	-19%	-3%	-10%	1%	0%	1%	.	-15%	3%	-2%
11	O=C(NCc1cccnc1)C1CCC(CNS(=O)(=O)c2cccc3nsnc23)CC1 (stereo unspecified)	11%	0%	-2%	-1%	0%	0%	?	-3%	-2%	-1%
12	O=C(COC(=O)Cc1ccccc1[N+](=O)[O-])NNC(=O)c1ccc([N+](=O)[O-])cc1	11%	.	1%	-5%	2%	-2%	.	.	2%	-1%
13	O=C(NCCc1cccc(F)c1)C1CCN(S(=O)(=O)c2ccc(F)cc2)CC1	-3%	-7%	-7%	-4%	-6%	0%	-9%	-9%	-28%	-2%[1.84 µM]
14	Cc1ccc(OCC(=O)Nc2ccc(C(=O)O)cc2NC(=O)COc2ccc(C)c(C)c2)cc1C	0%	-4%	7%	10%	-13%	0%	6%	35%	3%	11%
15	COCCN(C(=O)COC(=O)c1sccc1C)c1c(N)n(Cc2ccccc2)c(=O)[nH]c1=O	10%	-9%	-1%	1%	-4%	1%	0%	-10%	-8%	-3%
16	CC1(C)Cc2c(c(=S)nc(-c3ccccc3)n2CCCN2CCOCC2)CO1	4%	-17%	6%	-2%	1%	-7%	-4%	?	1%	-9%
17	CCCC(=O)Nc1sc2c(c1C#N)CCCCC2	?	?	?	3.2µM*	?	9.5µM*	-5%	-20%	-8%	2.8µM*
18	CCOc1cc(CNCc2ccc(C(=O)O)cc2)ccc1OC	0%	-9%	5%	1%	-1%	1%	-11%	-6%	5%	-1%
19	CC(C)(C)c1cc(-c2ccccc2)n[nH]1	50%	3%	8%	-4%	2%	?	-8%	5%	9%	8%
20	CCCc1ccc(C(=O)NNc2cccc(C)c2)cc1	77%	0%	3%	29%	?	21µM*	.	15%	7%	20%
21	C#CCOC(=O)c1ccccc1C(=O)N(CC)CC	6%	-11%	-5%	-1%	0%	2%	3%	?	.	4%
22	COc1ccc(C(=O)NNC(=O)C(=O)/C=C(\O)c2ccc(C)cc2)cc1	-29%	?	-4%	0%	0%	-4%	-1%	13µM*	3%	-3%
23	COc1ccc(NC(=O)Oc2ccccc2)cc1Cl	-9%	5%	20%	-2%	1%	?	-7%	0%	-2%	-2%
24	CCCCCC#CCC#CCC#CCC#CCCCC(=O)O	.	-22%&2%	-4%	-5%	1%	?	7%	26%&27%	.	5%
25	CCC(C)(C)NC(=O)CN(Cc1ccc2c(c1)OCO2)C(=O)CCC(=O)Nc1cc(C)ccn1	1%	-7%	0%	-1%	3%	2%	3%	21%	7%	5%
26	Cc1ccc(C)c(Nc2ncnc3nc[nH]c23)c1	1%	0%	5%	-3%	4%	-2%	-3%	-2%	3%	1%
27	Cc1ccc(Nc2nc3nonc3[nH]c2=O)cc1C	63%	-17%	?	18%	7%	12µM*	?	16%	-8%	26%
28	O=C(CN1C(=O)CCC1=O)Nc1nc(-c2ccc(Oc3ccccc3)cc2)cs1	10%	-9%	?	0%	1%	?	?	-4%	1%	13%
29	COc1ccc(C(=O)NC(=S)NCc2ccccc2)cc1	42%	22µM*	18%	-31%[inhibitor]	0%	-18%	-3%	7.1µM*	9%	15%
30	Cc1ccccc1[C@@H]1C(C#N)=C(N)S[C@H]1C(=O)c1ccccc1	-29%	?	-1%	-1%	-3%	?	11%	35%	1%	-3%
31	Cc1cc(C)c(C#N)c(SCC(=O)N(C)C2CCCCC2)n1	-18%	2%	-17%	-1%	-4%	10%	6%	16%	2%	-6%
32	Cc1ccc(S(=O)(=O)N2CCC(C(=O)OCC(=O)N(CCC#N)c3ccc(F)cc3)CC2)cc1C	-1%	.	-4%	-1%	0%	-2%	.	.	-11%	-10%
33	Cc1cccc(N=C2NC(=O)/C(=C/c3cn(C)c4ccccc34)S2)c1	-63%	?	-1%	-6%	0%	-12%	-4%	13µM*	-15%	-7%
34	COc1ccc2c3c([nH]c2c1)[C@H]1C[C@H]2[C@H](C[C@@H](O)[C@H](OC)[C@H]2C(=O)O)CN1CC3	-18%	.	-2%	-1%	-6%	0%	.	.	-64%	3%
35	CN(c1cccc(NC(=O)CN2C(=O)c3ccccc3S2(=O)=O)c1)S(C)(=O)=O	-23%	-17%	2%	13%	1%	27µM*	-2%	-25%	1%	-1%
36	NNC(=O)C(=O)/C=C1\NC2(CCCC2)Cc2ccccc21	4%	3%	2%	-1%	-2%	1%	12%	1%	-1%	-1%
37	O=C(O)CNC(=S)N(Cc1ccccc1)Cc1ccccc1F	-5%	1%	-5%	-1%	1%	?	-15%	11%	-2%	1%
38	CC1CC(C)CN(CCCNC(=O)CN2C(=O)c3cccnc3Oc3ccccc32)C1 (stereo unspecified)	-3%	5%	-3%	-3%	0%[9.26 µM]	0%	-4%	0%	0%	9%
39	Fc1cc2nccnc2cc1N1CCSCC1	27%	10%	-8%	-8%	-1%	-2%	?	11%	.	-3%
40	CCC1(c2ccccc2)NC(=O)N(CC(=O)Nc2cc(Cl)ccc2N2CCOCC2)C1=O (stereo unspecified)	-37%	.	5%	0%	2%	11%	.	.	0%	3%
41	O=C(COC(=O)c1ccccc1-c1nc2ccccc2s1)NC1CCS(=O)(=O)C1 (stereo unspecified)	-5%	15%	-5%	0%	0%	4%	.	28%	-3%	-4%
42	Nc1cnc(CNc2ccccc2Cl)cn1	32%	-17%	4%	18%	14%	?	-1%	2%	9%	12%
43	CC(C)Cn1c(N)c(C(=O)COC(=O)c2cc(C(F)(F)F)nc3ccccc23)c(=O)n(C)c1=O	0%	?	-9%	-5%	-11%	-1%	-22%	?	15%	-4%
44	CNC(=S)N1CCN(S(=O)(=O)c2ccc3ccccc3c2)CC1	-7%	0%	-9%	6%	0%	2%	?	-4%	-2%	3%
45	CN1/C(=C\C(=O)COC(=O)C2COc3ccccc3O2)C(C)(C)c2ccccc21 (stereo unspecified)	6%	-6%	-3%	11%	-1%	-3%	-10%	1%	-1%	4%
46	CS(=O)(=O)N1Cc2ccccc2CC1C(=O)OCC(=O)NCc1ccccc1 (stereo unspecified)	-2%	.	12%	.	-2%	.	.	.	14%	.
47	CCOc1cc(C)c(Cl)cc1S(=O)(=O)n1ccnc1	2%	3%[10 µM]	0%	-3%	2%	-15%	-3%	-2%	-7%	-4%
48	C[C@@H]1CN(c2nc3nonc3nc2N2CCSCC2)C[C@H](C)O1	3%	0%	2%	-6%	0%	4%	?	?	-3%	-2%
49	Fc1ccc(CN2CCCN(Cc3nc(-c4ccc5c(c4)OCO5)no3)CC2)cc1	3%	-4%	-2%	-1%	-5%	?	-7%	14%	-8%	4%
50	CCOC(=O)C1=C(C)OC(N)=C(C#N)C1c1cc2ccccc2nc1N1CCCCC1 (stereo unspecified)	-6%	-4%	1%	4%	2%	2%	76%[activator]	1%	1%	0%
51	COC(=O)c1cn(C(=O)c2ccc(C)c(C)c2)c2ccccc12	-9%	?	6%	-5%	1%	-6%	-2%	-1%	1%	-9%
52	c1ccc2c(c1)nc(N1CCOCC1)c1nncn12	-21%	5%	0%	2%	8%	0%	6%	-22%	3%	-3%

Screening data from PubChem BioAssay.
